Screening data: PubChem BioAssay, National Center for Advancing Translational Sciences (NCATS)
Pf growth 96h = inhibits malaria parasite growth, 96 h. Potency, µM (highest dose often 28.7 µM), without a hit: at the top dose activity change, negative = inhibition, actives largely listed as inhibitors. 6.9% of 320,000 active. P. falciparum luciferase reporter growth, 96 h; also: potency is read from the fitted curve at half-maximal effect; % is scaled to controls: 0 for no effect and ±100 for the full control effect
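Two parasite generations (96 h, 37 C, 5% CO2) of compound exposure in infected erythrocytes (0.05% parasitemia, 2% hematocrit). Luciferase-reporter P. falciparum; decreased luminescence indicates inhibited growth, aimed at apicoplast-acting delayed death.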
Pf growth 48h = inhibits P. falciparum growth in the first generation, 48 h. P. falciparum luciferase growth in erythrocytes, 48 h. Potency, µM (top dose mostly 28.7 µM), for inactives: at the top dose activity change, negative = inhibition, actives largely listed as inhibitors. 5.9% of 310,000 active. AID 504832; also: potency is read from the fitted curve at half-maximal effect; % is scaled to controls: 0 for no effect and ±100 for the full control effect
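Parasite viability was followed by luminescence of a genomically integrated firefly luciferase. Cultures held 0.1% parasitemia at 2% hematocrit (final), incubated under 5% CO2 at 37 C.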
Tb PYK inh = T. brucei pyruvate kinase inhibition. Q57TT1. AID 624173. Potency, µM (titrated, usually from 76.8 µM), without a hit: top-dose activity, negative = inhibition, most hits filed as inhibitors. TbPYK enzyme, Kinase-Glo Plus ATP luminescence, 45 min. 0.12% of 410,000 active; also: potency is read from the fitted curve at half-maximal effect; % is scaled to controls: 0 for no effect and ±100 for the full control effect; nearly all actives have a fitted effect of over 50% in size
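Screened from lowest to highest concentration, compounds were pinned into TbPYK/substrate mixtures, and ADP (130 uM final) was added. Plates sat at room temperature for 45 min prior to Kinase-Glo Plus detection by luminescence.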
AMA1-RON2 inh = inhibitors of Plasmodium falciparum AMA1-RON2 interaction | 0.2% of 360,000 active | AlphaScreen AMA1-biotinylated RON2 peptide binding | Potency, µM (series often up to 58.2 µM), for inactives: at the top dose activity change, negative = inhibition, actives largely listed as inhibitors;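 also: potency is read from the fitted curve at half-maximal effect; 0% = vehicle wells and -100% = peptide control; nearly all actives have a fitted effect of over 45% in size; some results filed as inactive show a strong effect at the top dose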
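AMA1 (3D7) with his tag at 25 nM final met compounds first, then biotinylated RON2 peptide at 25 nM; detection used donor plus acceptor beads, 10 µg/mL apiece, read by AlphaScreen after 30 min at room temperature.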
Cycloheximide cs = affects cycloheximide protein synthesis inhibition readout, counter-screen; cell reporter, cycloheximide protein synthesis inhibition counterscreen; max response, %; 12% of 300,000 active; AID 2314; in the data active = max response mostly above about 13%, no sharp cut-off; inactive = mostly below about 14%; also: read at 38.3 µM for the half of the compounds with a filed dose; 0% is about no effect
LmPK inh = LmPK (Leishmania mexicana) enzyme inhibition | Q27686 | purified LmPK, Kinase-Glo ATP luminescence, 1 h | Potency, µM (titrated, usually from 57.5 µM), for inactives: top-dose activity change, negative = inhibition, usual class: inhibitors | 0.37% of 290,000 active | AID 1721; also: potency is read from the fitted curve at half-maximal effect; % is scaled to controls: 0 for no effect and ±100 for the full control effect
Target sequence (Q27686 whole entry, looked up): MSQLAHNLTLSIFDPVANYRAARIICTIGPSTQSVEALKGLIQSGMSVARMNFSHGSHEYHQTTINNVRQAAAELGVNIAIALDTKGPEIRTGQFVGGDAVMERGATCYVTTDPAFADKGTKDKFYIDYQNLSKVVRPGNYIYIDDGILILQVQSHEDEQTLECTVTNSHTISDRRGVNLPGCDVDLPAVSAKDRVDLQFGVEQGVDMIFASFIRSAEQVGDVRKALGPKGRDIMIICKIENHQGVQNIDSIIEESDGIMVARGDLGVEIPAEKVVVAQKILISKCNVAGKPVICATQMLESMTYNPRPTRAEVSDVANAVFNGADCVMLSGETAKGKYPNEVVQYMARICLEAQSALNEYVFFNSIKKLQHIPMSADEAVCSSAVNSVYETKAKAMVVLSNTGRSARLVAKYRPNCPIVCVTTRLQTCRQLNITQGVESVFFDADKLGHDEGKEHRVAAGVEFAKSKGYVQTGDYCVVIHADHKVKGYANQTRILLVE
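0.1 nM LmPK, 0.5 mM PEP, 0.1 mM ADP; 50 mM imidazole pH 7.2, 7 mM MgCl2, 50 mM KCl; 1 h RT. Kinase-Glo luminescence readout, normalized to no-enzyme (full inhibition) and uninhibited wells.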
Shiga toxin inh = Shiga toxin inhibition; Vero cells, Shiga toxin protein synthesis inhibition reporter; inhibition, % at 38.7 µM; 9.2% of 290,000 active; in the data active = inhibition mostly above about 28%, no sharp cut-off; inactive = mostly below about 43%; also: 0% is about no effect
Numbers without * were called inactive; ? = inconclusive; · = no result given; & = joins results of further samples; [ ] = remark or other dose. Unless noted, calls follow the shape of the dose curve; as a rule, active = well fitted curve in the direction sought with a large enough effect; inconclusive = small, poorly fitted or top-dose-only effect, or another doubt; inactive = no such curve, though single readings can be large; an effect the other way counts as inactive or inconclusive.

Results follow in this order: Pf growth 96h	AMA1-RON2 inh	LmPK inh	Cycloheximide cs	Tb PYK inh	Shiga toxin inh	Pf growth 48h
CCN(C(=O)CN1C(=O)S/C(=C\c2cccc(Cl)c2)C1=O)C1CCS(=O)(=O)C1 (centres undefined)
 : 11.7µM*	-5.2%	-1.9%	-1.9	1.0%	1.4	?
COc1ccc(OC)c(NC(=O)CNC(=O)Cn2c(C)cc3ccccc3c2=O)c1
 : 0.0%	10.7%	1.7%	-1.6	2.4%	-10.2	·
CN(c1ccc(O)cc1)c1nc(-c2cccs2)cs1
 : 2.6%	-20.2%	6.6%	-4.2	-22.9%	-6.0	-12.3%
Cc1ccc(N(CC(=O)NC2CCCCC2)C(=O)CNC(=O)c2ccco2)cc1C
 : -25.3%	3.0%	1.2%	14.2	-0.9%	18.5	9.4%
O=C(c1cc([N+](=O)[O-])ccc1N1CCCCC1)N1CCc2ccccc21
 : ?	-2.3%	-0.9%	-0.7	-8.8%	-8.8	0.0%
O=C(Nc1ccc(Cl)c(C(F)(F)F)c1)N1CCCC(O)C1 (centres undefined)
 : 0.657µM*	1.9%	4.6%	8.6	0.8%	14.4	22.2%
COc1ccc(C(=O)NC2CC2)cc1OC1CCN(C(C)CSC)CC1 (centres undefined)
 : 5.4%	1.9%	1.7%	8.8	-4.9%	-7.4	16.8%
Cc1ccc(C2=Nc3ccccc3N=C(C(Cl)Cl)C2)cc1
 : -3.0%	0.8%	?	41.4*	-15.2%	123.3*	20.4%
Cc1ccc(-c2nc3ccccc3c(=O)n2-c2cc(C)ccn2)cc1
 : 6.8%	9.5%	-6.9%	30.1*	6.2%	47.7	-7.3%
CC(=O)c1cc(C#N)c(SCc2ccc([N+](=O)[O-])cc2)nc1C
 : ?	-12.7%	1.0%	-2.2	4.9%	-11.8	16.1%
Cc1ccc(NC(=O)c2ccc3[nH]c(=O)c(=O)[nH]c3c2)nc1
 : 20.6%	-7.9%	7.1%	9.8	-3.2%	2.1	26.1%
Cc1nn(CC(=O)N2CC(=O)Nc3ccccc32)c(C)c1[N+](=O)[O-]
 : 17.2%	2.1%	8.1%	1.8	-0.7%	-8.7	0.0%
COc1cc(OC)c(C2SCCN2S(=O)(=O)c2ccc(F)cc2)cc1OC (centres undefined)
 : ?	-24.3%	0.1%	1.9	-3.5%	-11.6	?
CCS(=O)(=O)N1Cc2ccccc2CC1C(=O)Nc1ccc(F)c(F)c1 (centres undefined)
 : 51.5%[activator]	-3.2%	2.3%	37.0*	0.9%	81.8*	27.3%
O=C(NC1CCCC1)C(c1cccs1)N(CC1CCCO1)C(=O)Cc1cccs1 (centres undefined)
 : ?	-0.4%	3.5%	0.3	-8.8%	2.9	?
COc1ccc(CNC(=O)COC(=O)c2ccc(Br)cc2)cc1
 : -11.2%	50.4%[activator]	4.8%	3.0	-1.1%	14.6	24.2%
COC(=O)c1cc2occc2n1CC(=O)Nc1cc(OC)cc(OC)c1
 : -9.8%	34.1%[activator]	0.4%	-6.5	1.2%	-14.5	?
CCCN(CC(=O)Nc1ccc(Cl)cc1Cl)C(=O)/C=C/c1ccco1
 : -11.4%	8.5%[2.32 µM]	-2.9%	76.8*	-5.0%	174.1*	64.9%[activator]
CCOc1cccc(=O)c2c(C)oc(C)c12
 : -13.9%	14.8%	12.1%	2.9	0.3%	21.3	·
O=C(CCN1C(=O)c2ccccc2C1=O)Nc1cccc(S(=O)(=O)N2CCCCC2)c1
 : 6.9%	14.3%	0.7%	-2.4	·	-8.3	·

The results go on:
Results follow in this order: Pf growth 96h	AMA1-RON2 inh	LmPK inh	Cycloheximide cs	Tb PYK inh	Shiga toxin inh	Pf growth 48h
Cn1c(Cn2cnc3ccccc32)nc2ccccc21
 : ·	1.3%	0.1%	-7.5	-0.2%	-10.1	-16.8%
Cc1nc2ccc([N+](=O)[O-])cc2c(=O)n1Cc1ccccc1Br
 : ?	?	-6.5%	-3.7	-8.2%	-7.5	12.6%
C[C@@H](NC(=O)CN1C(=O)c2ccccc2S1(=O)=O)c1ccccc1
 : ?	-0.5%	0.8%	-1.6	0.6%	-9.1	-15.1%
O=C(/C=C/c1ccc(Cl)c(Cl)c1)NCCCn1ccnc1
 : ?	9.4%	-3.5%	25.1*	0.6%	50.7*	1.5%
S=C(NCCCc1ccccc1)NCc1ccccc1
 : -12.7%	-8.4%	-1.6%	25.7*	2.0%	25.2*	-23.7%
O=c1[nH]c(=O)n(CCC2=CCCCC2)c(O)c1/C=N/Nc1ccccc1
 : -28.7%	-2.2%[2.32 µM]	9.3%	7.8	-1.3%	16.3	1.0%
O=C(CSc1nc2ccc(NC(=O)C3CCCCC3)cc2s1)NCC1CCCO1 (centres undefined)
 : ?	-0.5%[2.32 µM]	-0.5%	13.7	-8.4%	12.4	?
Cc1ccc(N=Cc2c(O)c3ccccc3oc2=O)cc1F
 : 5.2%	-1.3%	-4.4%	3.8	-4.2%	6.9	12.7%
Cc1ccc2nc(Cl)nc(-c3ccccc3)c2c1
 : -13.8%	2.7%	4.9%	-1.7	0.6%	-2.9	3.8%
COc1cccc(NC(=O)N2C3CCCC2CC(NC(=O)C(C)(C)C)C3)c1 (centres undefined)
 : 42.1%[activator]	-2.6%	-7.1%	3.9	4.0%	-10.3	-23.7%
Cc1ccc(C)c(OCC(=O)Nc2nc3ccc([N+](=O)[O-])cc3s2)c1
 : 5.1%	-9.9%	0.5%	-2.6	4.0%	3.5	0.4%
Cc1noc(C)c1C(=O)N1CCc2ccccc21
 : ·	-2.2%	-3.2%	-0.7	1.7%	-11.1	2.8%
COc1ccccc1NC(=O)Cn1nnc(C(=O)NCc2cccs2)c1N
 : -17.6%	-1.6%	8.5%	-4.0	1.0%&-4.1%	-9.1	13.4%
COc1nccnc1NS(=O)(=O)c1ccc(NC(=O)c2cccc(C)c2)cc1
 : ?	13.9%	2.6%	0.8	-4.6%	31.9	7.5%
CCCCCCNS(=O)(=O)c1ccccc1Br
 : ?	22.4%	9.8%	6.2&-2.5	1.0%	22.0&-3.4	?
O=C(Cc1cccs1)N1CCN(S(=O)(=O)c2ccc(Br)cc2)CC1
 : 1.5%	-12.8%	4.9%	-1.0	1.7%	5.8	-3.9%
CCCCC1(Cc2ccc(OC)c([N+](=O)[O-])c2)C(=O)N(c2ccccc2)N(c2ccccc2)C1=O
 : ?	-15.8%	8.4%	-1.0	4.1%	-10.5	1.47µM*
O=C(O)CCCN1C(=O)/C(=C/c2cn(-c3ccccc3)nc2-c2cccs2)SC1=S
 : 53.4%	-2.9%	-6.5%	-4.5	-1.1%	13.3	16.1%
COc1ccccc1NC(=O)COC(=O)c1cn(C)c2ccccc12
 : -11.2%	1.9%[11.6 µM]	·	·	10.9%	·	?
COc1cc2c(cc1OC)CN(C(=O)c1ccco1)CC2
 : ?	0.0%	11.8%	7.0	-2.7%	-1.9	15.0%

(cont.)
Results follow in this order: Pf growth 96h	AMA1-RON2 inh	LmPK inh	Cycloheximide cs	Tb PYK inh	Shiga toxin inh	Pf growth 48h
COc1ccc(NS(=O)(=O)c2ccc(N3CCCC3)c(NC(=S)Nc3ccc(SC(F)F)cc3)c2)cc1
 : 13.1µM*	14.4%	-1.4%	8.3	-17.7%	-4.1	?
CCc1ccc(S(=O)(=O)c2ccc(-n3nc(C)cc3N)cc2)cc1
 : -15.7%	-3.7%	-1.2%	-3.7	-3.8%	-12.1	-9.0%
CCN1CCN(c2cc(C)c3cc(NC(=O)c4ccncc4)ccc3n2)CC1
 : -3.6%	3.2%	0.4%	-3.2	-1.3%	-21.4	·
COc1ccc(C(C)=O)cc1COc1ccc([N+](=O)[O-])c(C)c1
 : 21.7%[5.75 µM]	10.5%	-0.4%	-0.9	0.8%	-5.6	-5.6%
C=CCn1c(SCC(C)=O)nnc1-c1cc(-c2ccccc2)sc1N
 : -8.4%	33.3%[activator]	0.3%	-2.5	-21.1%	14.8	?
COC(=O)c1cc(S(=O)(=O)Nc2cc(OC)cc(OC)c2)c[nH]1
 : ?	3.6%	0.8%	-4.1	3.7%	-5.5	7.7%
CCc1ccc2oc(=O)cc(CN3CCCCC3)c2c1
 : 5.22µM*	2.7%	-5.1%	-2.7	4.0%	-8.1	11.7µM*
COc1ccccc1O
 : 36.2%&-10.2%[activator]	1.1%	-8.5%	4.7	2.1%	-3.4	43.0%&1.3%[activator]
COc1cccc(NC(=O)[C@H](CC(C)C)NC(=O)[C@@H]2Cc3ccccc3CN2)c1
 : ?	44.0%[activator]	-0.6%	14.3	-0.5%	10.7	?
COc1cc(OC)c(OC)cc1CN1CCN(Cc2ccco2)CC1
 : ?	-6.0%	-1.0%	1.5	5.0%	-7.9	0.0%
Cc1cccc(C(=O)NNC2=CC(=O)CC(C)(C)C2)c1O
 : 40.6%[activator]	75.0%[activator]	-17.5%	16.4*	-4.4%	64.9*	25.2%
CC1CCc2[nH]c3ccc(C(=O)N(C)CC(=O)Nc4cccc(F)c4)cc3c2C1 (centres undefined)
 : -0.2%	-14.1%	·	·	1.7%	·	-27.2%
Cc1ccc2nc(N/C(=N/S(=O)(=O)c3ccc(F)cc3)c3ccccc3)sc2c1
 : 109.3%[activator]	-0.6%	-9.5%	48.1*	0.0%	131.6*	117.8%[activator]
CC1(C(=O)NCCCN2CCOCC2)Oc2cccnc2NC1=O (centres undefined)
 : 1.4%	-6.7%	-6.3%	-1.8	-9.0%	-5.0	26.9%
O=C(NC(=O)N1CCN(c2ccccc2F)CC1)c1ccccc1
 : 11.4%	-7.2%	5.3%	13.9	-1.6%	18.2	?
O=C(N/N=C/c1ccc(O)c(O)c1)NC12CC3CC(CC(C3)C1)C2
 : 7.2%	6.4%	-27.2%	2.8	-20.6%	4.5	-19.7%
CC(=O)N/C(=C\c1ccccc1)C(=O)OCC(=O)N(C)C1CCCCC1
 : -8.3%	7.5%	0.7%	-2.6	4.5%	-2.2	-4.1%
CCC1(c2ccccc2)NC(=O)N(CC(=O)Nc2ccc(N3CCCC3)cc2C)C1=O (centres undefined)
 : 1.2%	-26.5%	·	·	?	·	?
Cc1c(C(c2ccc(F)cc2)c2c(C)n(C)n(-c3ccccc3)c2=O)c(=O)n(-c2ccccc2)n1C
 : ?	-4.7%	4.8%	-2.8	5.8%	-6.5	-7.7%
O=C(Cn1cccc1)N1CCN(c2ccc(F)cc2)CC1
 : ?	-6.5%	14.2%	-7.1	2.3%	-13.0	·
COc1cc(NC(=O)CCS(=O)(=O)c2nc(-c3cccs3)cc(C(F)(F)F)n2)cc(OC)c1OC
 : 0.0%	·	·	·	1.4%	·	?
CC(C)c1ncc(C(O)c2ccccc2)n1C (centres undefined)
 : 21.6%	16.3%	0.6%	-1.2	4.8%	8.0	7.7%
